# Assay outcomes from PubChem.
# MRP1 act: MRP-1 activation; 140,000 compounds, 0.61% hits; viability increase, % at 10 µM; AID 799; H69AR cells + doxorubicin, viability rescue, CellTiter-Glo;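 active means viability gain under doxorubicin at or above a set limit, the compound median plus 3 SD, cut at about 4.7% in these data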;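 further: MRP-1 overexpressing cells given doxorubicin 25 µM after compound pretreatment; 18-22 h compound pretreatment then 72 h with doxorubicin before readout; 0% = doxorubicin-only wells and 100% = vehicle-treated cells without doxorubicin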
# E-sel TNF inh: TNF alpha driven E-selectin expression inhibition; HUVEC TNFa-induced E-selectin immunofluorescence, high content; 120,000 compounds, 0.71% hits; AID 1246; inhibition, % at 2 µM;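 active means inhibition above the batch mean plus 3 SD, and confirmed as a hit on visual image review, cut at about 43% in these data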;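 further: 0% = TNF-stimulated DMSO wells and 100% = unstimulated control wells; not every result past the cut was called active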
# bCat KO growth: beta-catenin-lacking colon tumor cell growth suppression; AID 818; viability, % at 10 µM; HCT116 beta-catenin knockout viability, CellTiter-Glo, 60 h; stronger effect = lower value; 140,000 compounds, 1.5% hits;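 active means viability at or under a set limit, the compound median less 4 SD, cut at about 6% in these data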;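 further: 0% = Hyamine 1622 control at 20 µM and 100% = untreated cell control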
# Yeast life ext: extends the lifespan of yeast. inhibition of the nicotinamide effect, % at 10 µM. 130,000 compounds, 0.68% hits. AID 775. S. cerevisiae growth with nicotinamide, OD615; deaD strain in restrictive glucose medium;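 active means inhibition above a set limit, placed 3 SD over the median of all compounds, cut at about 26% in these data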;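 further: 0% = nicotinamide-treated wells and 100% = cells grown without nicotinamide; some compounds called inactive have numbers as strong as hits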
#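 Test system – modified budding yeast, DeaD strain · Compound – single dose 10 µM compound, 0.25% DMSO · Times – culture preincubation 4 h, compound exposure 48 h, both 30 °C · Detection – optical density (absorbance) at 615 nm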
# Phagocytosis inh: macrophage phagocytosis inhibition; J774A.1 macrophage IgG-bead phagocytosis, imaging; inhibition, % at 5 µM; 110,000 compounds, 0.07% hits; AID 1029;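 active means inhibition above the mean of the plate negative controls plus 5 SD, cut at about 13% in these data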;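 further: phagocytic index as fraction of beads internalized from green versus red external bead signal; plate controls were DMSO negative control for no effect and cytochalasin-D positive control for full effect; some results beyond the cut were filed as inactive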
# GALR2 antag: GALR2 (human) receptor antagonism; GALR2-expressing cells, antagonist mode; AID 828; 140,000 compounds, 0.39% hits; inhibition, % at 4 µM; in the data active means inhibition above about 27%;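 further: cells stimulated with galanin 1-16 at roughly its EC80; 0% = agonist challenge control and 100% = basal control without agonist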
# Target sequence (O43603 whole entry, looked up): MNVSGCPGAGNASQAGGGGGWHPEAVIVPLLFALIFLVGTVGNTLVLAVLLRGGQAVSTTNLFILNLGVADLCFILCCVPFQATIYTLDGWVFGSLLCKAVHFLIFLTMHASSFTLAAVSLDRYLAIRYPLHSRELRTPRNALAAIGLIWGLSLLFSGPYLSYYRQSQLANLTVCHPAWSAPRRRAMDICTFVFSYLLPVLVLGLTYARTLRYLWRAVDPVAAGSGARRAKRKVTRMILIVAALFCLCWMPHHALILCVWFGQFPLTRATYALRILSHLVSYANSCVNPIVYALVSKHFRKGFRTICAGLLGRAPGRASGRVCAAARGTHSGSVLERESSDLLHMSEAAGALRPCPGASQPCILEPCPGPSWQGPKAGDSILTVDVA
# NPY-Y2 antag: blocks the human neuropeptide Y Y2 receptor | NPY-Y2 expressing cells, antagonist mode | inhibition, % at 2.7 µM | 140,000 compounds, 0.99% hits; in the data active means inhibition above about 17%;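 further: 0% = vehicle with agonist challenge and 100% = reference antagonist with challenge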
# Target sequence (P49146 whole entry, looked up): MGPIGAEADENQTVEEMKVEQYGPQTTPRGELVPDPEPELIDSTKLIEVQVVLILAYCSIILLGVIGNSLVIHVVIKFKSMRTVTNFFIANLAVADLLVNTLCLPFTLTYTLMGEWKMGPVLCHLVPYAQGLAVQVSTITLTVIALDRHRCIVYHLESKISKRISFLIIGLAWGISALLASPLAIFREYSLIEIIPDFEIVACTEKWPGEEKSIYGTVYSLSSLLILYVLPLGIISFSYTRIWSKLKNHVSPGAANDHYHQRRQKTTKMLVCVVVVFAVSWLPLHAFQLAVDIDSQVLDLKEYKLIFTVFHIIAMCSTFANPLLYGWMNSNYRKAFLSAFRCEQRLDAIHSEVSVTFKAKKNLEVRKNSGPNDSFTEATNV
# HCT116 PTEN-null: PTEN-deleted cell growth suppression | HCT116 PTEN-null viability, CellTiter-Glo, 60 h; stronger effect = lower value | 140,000 compounds, 1.2% hits | viability, % at 10 µM | AID 827;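 active means viability at or below a set limit, 4 SD under the median of all tested compounds, cut at about 3.7% in these data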;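 further: PTEN knockout HCT116 line with beta catenin targeted HCT116 as companion control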
# Yeast growth inh: chemicals that inhibit yeast BB579 growth in restrictive medium (lifespan-shortening candidates). S. cerevisiae BB579 growth, OD615, 48 h. inhibition, % at 10 µM. 140,000 compounds, 0.51% hits;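 active means inhibition above a set limit, 3 SD over the mean compound inhibition, cut at about 44% in these data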; further: inactives centre near -24
#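 Assay system: S. cerevisiae DeaD strain BB579 yeast. Medium: CSMM-D restrictive synthetic medium containing dextrose (glucose). Times: 4 h cell preincubation, 48 h compound exposure, 30 °C humidified. Signal: OD615 turbidity measurement. Benchmarks: positive control amphotericin B 10 µg/mL.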
# Measles CPE: protection of cells from measles virus; protection (pct of control), % at 4 µM; 140,000 compounds, 1.5% hits; Measles virus-infected cells, CPE protection, absorbance; AID 841; in the data active means protection mostly above about 24%, no sharp cut-off; inactive means mostly below about 26%; further: some compounds called inactive have numbers as strong as hits
# * hit, by the source's call; · = no result given; & = joins results of further samples. An unsorted share of the library; any-hit rate near 6.2%.
molecule	MRP1 act	E-sel TNF inh	bCat KO growth	Yeast life ext	Phagocytosis inh	GALR2 antag	NPY-Y2 antag	HCT116 PTEN-null	Yeast growth inh	Measles CPE
O=C(NCc1ccccn1)c1cc2cc(Br)ccc2oc1=O	-0.1	-2	103	-10	-2	10	-3	104	-19	9
COc1ccc(C(=O)/C=C/c2ccc(OC)c(COc3ccc(F)cc3)c2)cc1	-5.4	27	58	3	-2	-4	-1	56	-33	12
CCn1c(SCC(=O)Nc2ccc3c(c2)OCCO3)nnc1-c1cccs1	-0.2	2	92	-6	0	-8	3	103	-37	8
O=C(CCc1nc(-c2ccccc2F)no1)NCCc1ccccc1Cl	1.9	-19	88	-7	-1	3	5	77	-34	28
COc1ccc(C)cc1NC(=O)CN1CCN(S(=O)(=O)c2ccc(Br)cc2)CC1	-0.3	·	91	1	1	-12	1	90	-21	21
CCOC(=O)c1[nH]c2ccccc2c1NC(=O)COC	-4.0	-5	88	-15	1	14	1	96	4	22
Cc1ccc(S(=O)(=O)N(CCC(=O)Nc2ccc(OC(F)(F)F)cc2)c2ccccc2)cc1	-0.4	-30	88	-2	-2	2	5	96	14	3
Cc1ccc(P(=O)(OCCN2CCOCC2)C(C)(C)C)o1 (stereo not given)	-0.9	·	94	-22	0	5	-1	106	18	13
COc1cc(C2C(C#N)=C(N)Oc3c2c(-c2ccccc2)nn3-c2ccccc2)cc(OC)c1OC (stereo not given)	-0.6	-2	77	-2	·	5	2	86	-52	12
O=C(Nc1ccc(Cl)cc1C(=O)Nc1ccccn1)c1ccco1	-1.6	24	99	-13	-2	-9	4	94	-45	2
Nc1cc(-c2ccccc2)nn1S(=O)(=O)c1ccc(F)cc1	-1.3	·	28	-9	0	2	1	36	-42	9
O=C(NCc1ccc2c(c1)OCO2)c1cccc([N+](=O)[O-])c1	-0.9	-46	101	-7	-1	11	7	106	-17	4
N#CCCN(C(=O)CSc1ccc2c(c1)OCCO2)c1ccc(F)cc1	-2.0	-10	86	-1	-1	7	2	94	-3	25
Cc1c(C(c2cc3c(cc2Br)OCO3)c2c(C)n(C)n(-c3ccccc3)c2=O)c(=O)n(-c2ccccc2)n1C	-2.5	6	73	-9	-2	-2	6	78	-14	14
Cc1ccc(-n2c(SCC(=O)NCc3ccco3)nnc2-c2cccnc2)cc1	-2.5	-6	98	·	·	5	-3	87	-13	26
CCOC(=O)c1cn(CC)c2cc(Cl)c([N+](=O)[O-])cc2c1=O	-2.7	·	71	4	-4	1	3	76	-14	7
COc1cc(OC)c(C2N(C)c3ccccc3N2C)cc1OC	-1.1	5	97	-4	0	0	1	96	-16	17
Clc1ccc2nc(CN3CCCc4ccccc43)cn2c1	-1.5	·	64	-11	-1	1	2	56	-83	8
O=C(c1ccc(Cl)c(Cl)c1)N1CCC(=O)N(C(COCc2cccc(Cl)c2)Cc2ccccc2)CC1 (stereo not given)	-3.7	-39	40	11	·	10	7	26	-37	6
O=C(CN1CCCC1)Nc1c2c(cc3c1CCC3)CCC2	-2.1	-13	77	6	-2	9	3	93	-55	4
CCc1nc2c(c(=O)c3ccccc3n2C)c(=O)n1CCc1ccc(OC)cc1	-3.5	·	34	7	-9	-17	7	31	-21	16
CCCNC(=O)Cn1cccc1C(=O)c1ccccc1	0.5	·	97	-4	-1	-1	1	101	-22	15
COc1ccc(C(CNC(=O)COc2ccccc2C#N)N2CCOCC2)cc1 (stereo not given)	-1.0	·	92	1	3	4	2	87	27	8
CC(C)c1cc(N2CCC(=O)NC2=O)cc(C(=O)O)c1O	0.6	13	94	-4	-4	1	0	96	-35	5
CCn1c(SCC(=O)Nc2nc(C)c(C)s2)nnc1-c1cccnc1	-1.0	0	92	-8	0	-4	2	94	-48	1

# Laid out differently: results already given.
> COc1ccc(C(CNC(=O)COc2ccccc2C#N)N2CCOCC2)cc1 (stereo not given)
  MRP1 act: -1.0
  E-sel TNF inh: ·
  bCat KO growth: 92
  Yeast life ext: 1
  Phagocytosis inh: 3
  GALR2 antag: 4
  NPY-Y2 antag: 2
  HCT116 PTEN-null: 87
  Yeast growth inh: 27
  Measles CPE: 8
> O=C(NCc1ccc2c(c1)OCO2)c1cccc([N+](=O)[O-])c1
  MRP1 act: -0.9
  E-sel TNF inh: -46
  bCat KO growth: 101
  Yeast life ext: -7
  Phagocytosis inh: -1
  GALR2 antag: 11
  NPY-Y2 antag: 7
  HCT116 PTEN-null: 106
  Yeast growth inh: -17
  Measles CPE: 4

# Going on with the list.
molecule	MRP1 act	E-sel TNF inh	bCat KO growth	Yeast life ext	Phagocytosis inh	GALR2 antag	NPY-Y2 antag	HCT116 PTEN-null	Yeast growth inh	Measles CPE
O=Nc1c(O)n(Cc2c(Cl)cccc2Cl)c2ccccc12	0.1	·	79	8	-13	11	6	68	-45	4
CN1CCN(CCCNC(=O)c2cc3c(=O)n(C)c4ccccc4c3s2)CC1	-5.4	0	63	-7	·	-12	0	55	12	3
CC1CCCCC1NS(=O)(=O)c1ccc(-n2cnnn2)cc1 (stereo not given)	0.6	-14	94	46*	0	-3	1	101&94	-24	32
Cn1c(Cc2ccccc2)nnc1SCC(=O)N1CCN(c2ccccc2)CC1	-2.1	-35	111	-11	-1	10	1	99	-37	4
Cc1ccc(C)c2[nH]c(=O)c(C(c3nnnn3C3CCCC3)N3CCOCC3)cc12 (stereo not given)	-3.9	-30	80	-18	0	3	5	89	-24	8
CCOC(=O)c1sc(N(C)C(C)=O)nc1C	-2.5	-2	103	-25	·	-7	1	95	-6	7
Cc1ccc(O)c(-c2cc(C(=O)NCc3ccccc3)[nH]n2)c1	-1.4	7	90	6	3	3	-1	102	-18	15
CCCSC1=N/C(=C\c2ccsc2)C(=O)S1	-2.2	-18	99	-13	·	8	4	96	-41	5
Cn1c(COc2ccccc2)nnc1SCc1cc(=O)[nH]c2ccccc12	1.6	24	91	44*	0	8	1	99	-8	28
CSc1nnc(-c2ccccc2N=Cc2c(C)[nH]n(-c3ccc4ccccc4c3)c2=O)c(=O)[nH]1	-2.1	16	54	-7	·	16	2	52	-48	3
O=C(CS(=O)CC(=O)N(c1ccccc1)C(C(=O)NC1CCCC1)c1cccs1)Nc1ccc(F)cc1 (stereo not given)	-1.0	23	83	-16	0	3	1	90	-31	8
CC(=O)Nc1ccccc1C(=O)N1CCc2ccccc21	-3.2	·	95	-11	0	8	4	86	-16	3
CCn1c(SC/C=C/c2ccccc2)nnc1-c1cccs1	-1.3	-26	92	-2	2	-2	3	92	-28	3
CS(=O)(=O)n1nc(-c2ccccc2)nc1N	-1.7	·	94	-21	0	4	1	99	12	5
Cn1c(C(=O)NCC2CCCO2)cc2c(=O)[nH]c3ccccc3c21 (stereo not given)	-1.8	1	89	-6	·	5	2	94	-27	7
CCOc1ccc2nc(NC(=O)C3CCCN(S(=O)(=O)c4cccs4)C3)sc2c1 (stereo not given)	-1.3	-17	53	2	-1	7	-1	47	-61	19
COc1ccccc1N1CCN(C(=O)CSc2nc3ccccc3c(=O)n2CC2CCCO2)CC1 (stereo not given)	-4.4	-14	79	-4	1	2	12	75	-3	8
COc1cc(NC(=O)c2ccco2)c(OC)cc1NC(=O)Nc1cccc(Cl)c1	-2.0	-14	57	1	-3	-9	-5	53	-17	3
O=C(CCCOc1ccc(Cl)cc1Cl)N/N=C/c1ccccc1O	-2.5	·	4.6*	-1	-6	8	7	9	-11	13
COc1ccc(C2(C(=O)NCCCN3CCOCC3)CCOCC2)cc1	0.0	·	113	-2	-1	-4	2	112	-20	2
CC1CSc2nnc(CCc3ccccc3)n21 (stereo not given)	-1.3	17	103	2	0	-1	-2	93	-10	18
COc1cccc(NC(=O)Cn2cnc3sc(C)c(S(=O)(=O)N4CCN(C)CC4)c3c2=O)c1	-2.5	-14	89	14	·	-1	-2	91	-47	6
[O-]/[N+](=C/c1cccnc1)c1ccc(Br)cc1	-3.2	-27	97	-5	1	13	0	96	-30	21
Cc1ccc(Cl)cc1N1CCN(C(=O)C2CCC(=O)N2C(C)C)CC1 (stereo not given)	-1.6	-16	84	1	·	-19	-1	76	-17	3
O=C(NC1CC1)c1cc(F)c(F)cc1Cl	0.8	·	102	-7	0	-5	-2	107	-11	3
O=C(NC1(C(F)(F)F)NC(=O)N(Cc2ccccc2)C1=O)c1cccnc1 (stereo not given)	-0.5	1	101	-7	0	-16	2	105	1	5
COc1ccc2c(c1OC)C(=O)OC2CC(=O)c1ccc(O)c(O)c1 (stereo not given)	-0.7	1	84	-12	3	2	-2	84	-34	10
Cc1nn(-c2ccccc2)c(N)c1Sc1ccc([N+](=O)[O-])cc1	-2.2	·	74	-5	-5	2	7	66	-6	30
O=c1oc2ccccc2nc1/C=C(O)/C=C\c1ccccc1	-3.7	7	64	25	-1	20	4	69	-15	6
O=C(O)C1CCN(C(=O)c2ccc(Cl)cc2)CC1	0.1	2	97	-6	·	-5	3	99	-5	3
Cc1ccc(-c2nc(=S)c3c(n2CC2CCCO2)CC(C)(C)OC3)cc1 (stereo not given)	-4.0	13	92	-6	0	-16	5	97	7	18
COc1ccc(-c2nc(C#N)c(N3CC(C)OC(C)C3)o2)cc1OC (stereo not given)	-1.3	7	90	-4	·	-12	2	93	-30	6
O=C(Nc1ccc2oc(-c3ccccc3)nc2c1)c1cccs1	-6.7	-7	79	·	·	1	-1	77	-35	5
CCCS(=O)(=O)N1CCN(Cc2ccccc2C(F)(F)F)CC1	-2.2	1	98	-11	-1	-12	-1	97	18	8
CCOC(=O)N1CCN(S(=O)(=O)Cc2ccccc2)CC1	-0.5	9	84	-3	·	0	5	91	-23	14
CCOc1cc(/C=N/NC(=O)CN2CCOCC2)ccc1OCc1ccc(Cl)cc1	0.7	-44	85	-15	0	14	0	77	-46	14
COC(=O)C(Cc1ccc(OC(=O)c2ccc(Cl)cc2)cc1)N1Cc2ccccc2C1=O (stereo not given)	0.4	2	58	-4	·	1	5	57	-34	4
COc1ccc(S(=O)(=O)N2CCOC2CNC(=O)C(=O)NCCc2c[nH]c3ccccc23)cc1 (stereo not given)	-2.9	3	62	8	·	4	-3	62	-39	5
COC(=O)c1sccc1-n1cccc1C(=O)C(=O)N1CCCC1	-2.8	-12	96	-6	·	-16	2	91	13	5
O=C(c1ccc(Cl)cc1Cl)c1ncc(C(F)(F)F)cc1Cl	-3.2	0	94	-12	·	-4	1	93	-29	8
O=C(/C=C/Nc1cccc(F)c1)c1ccco1	-2.3	13	87	-19	0	-16	-1	94	-40	11
COc1ccc(C(=O)C(CO)Oc2ccccc2OC)cc1OC (stereo not given)	-1.4	73*	88	-5	0	-7	2	98	2	5
CCOc1ccccc1OCCCC(=O)NC1CCCc2ccccc21 (stereo not given)	-1.9	·	91	-6	-6	-11	2	88	1	5
Cc1cccc(NC(=O)c2cnc3n(c2=O)CCS3)c1	3.2	17	104	·	·	0	2	95	-12	16
COc1cccc(NC(=O)CCC(=O)Nc2cccc(OC)c2)c1	-2.3	·	94	3	4	11	-1	90	-15	16
